Tau fibril FP: blocks human tau fibril formation measured by polarization; P10636; K18 P301L tau heparin fibrillization, Alexa594 FP, 6 h; Potency, µM (doses to about 57.7 µM), for inactives: top-dose activity, negative = inhibition, hits mostly inhibitors; 280,000 compounds, 0.39% hits; further: nearly all actives have a fitted effect of over 55% in size
Target sequence (P10636 561-689 P618L limits assumed): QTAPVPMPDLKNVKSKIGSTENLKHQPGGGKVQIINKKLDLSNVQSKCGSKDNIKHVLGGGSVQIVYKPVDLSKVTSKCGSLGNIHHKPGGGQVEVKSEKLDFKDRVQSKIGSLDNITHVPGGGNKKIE
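Human K18 P301L fragment (15 uM unlabeled plus 0.24 uM Alexa 594-labeled) in 100 mM sodium acetate pH 7 with compound, aggregation induced by 20 uM heparin for 6 hr at 37 C. ThT (30 uM) added for 1 hr, then Alexa 594 FP read.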
ALDH1A1 block: inhibitors of human aldehyde dehydrogenase 1A1 | P00352 | Purified ALDH1A1, NADH fluorescence, propionaldehyde substrate | Potency, µM (highest dose often 75.3 µM), for the others: top-dose activity, negative = inhibition, usual class: inhibitors | 220,000 compounds, 7.3% hits | AID 1030; active means well fitted inhibition curve with a large enough effect, not every such curve was filed as active; inconclusive means small, poorly fitted or top-dose-only effect, or another doubt; inactive means no such curve, though single readings can be large or run the other way;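 further: plate controls were no enzyme wells and a reference inhibitor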
Target sequence (P00352 whole entry, looked up): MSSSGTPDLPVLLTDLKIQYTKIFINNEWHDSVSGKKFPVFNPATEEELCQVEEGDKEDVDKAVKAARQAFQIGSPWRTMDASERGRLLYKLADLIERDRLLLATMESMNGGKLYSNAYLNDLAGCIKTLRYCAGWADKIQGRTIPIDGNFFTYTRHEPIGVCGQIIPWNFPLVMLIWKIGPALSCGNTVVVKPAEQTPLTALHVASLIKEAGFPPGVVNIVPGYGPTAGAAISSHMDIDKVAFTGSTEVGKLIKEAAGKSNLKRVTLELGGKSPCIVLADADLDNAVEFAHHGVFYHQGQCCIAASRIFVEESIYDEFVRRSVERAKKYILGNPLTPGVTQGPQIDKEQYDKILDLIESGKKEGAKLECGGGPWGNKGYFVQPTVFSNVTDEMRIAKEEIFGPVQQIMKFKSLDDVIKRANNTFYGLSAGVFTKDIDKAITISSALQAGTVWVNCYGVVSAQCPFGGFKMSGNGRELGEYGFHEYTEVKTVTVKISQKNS
GLA spleen mod: inhibits or activates alpha-galactosidase in human spleen homogenate | P06280 | human spleen homogenate, 4MU-alpha-Gal fluorescence, 40 min | Potency, µM (titrated, usually from 80 µM), for inactives: at the top dose activity change, negative = inhibition, hits mostly inhibitors | 240,000 compounds, 0.008% hits | AID 2107;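 further: 0% = enzyme with vehicle and -100% = no enzyme basal signal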
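Human spleen homogenate (1 ug) was the enzyme source, with 4-methylumbelliferyl-alpha-D-galactopyranoside (1 mM final) in pH 5.0 citrate buffer with 0.01% Tween-20. Compounds were titrated; after 40 min at 37C, NaOH/glycine stop, 4-MU fluorescence read; AC50 from Hill fits.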
L3MBTL1 inh: blocks human L3MBTL1; Q9Y468; AlphaScreen L3MBTL1–H3K9me1 peptide binding; Potency, µM (series often up to 57.1 µM), without a hit: at the highest dose activity, negative = inhibition, usual class: inhibitors; 230,000 compounds, 0.66% hits; AID 485360; further: nearly all actives have a fitted effect of over 60% in size
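Displacement of a biotinylated histone H3(1-15) peptide monomethylated at Lys9 (75 nM) from L3MBTL1 (50 nM) was measured by AlphaScreen after a 30 min room-temperature compound incubation; cefsulodin titration served as intraplate control.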
Tau fluor counter: counter-screen for tau fibril formation inhibitors | 280,000 compounds, 0.93% hits | tau K18 P301L Alexa594 fluorescence, heparin fibrillization | Potency, µM (highest dose often 57.7 µM), for inactives: top-dose activity change, negative = decrease; further: nearly all actives have a fitted effect of over 55% in size
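Human K18 P301L tau (15 uM unlabeled plus 0.24 uM Alexa 594-labeled, final) in 100 mM sodium acetate pH 7 was mixed with compound and 20 uM heparin and incubated 6 hr at 37 C.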
TRb SRC2 PPI: inhibitors of human thyroid hormone receptor beta-SRC2 interaction; TRbeta-SRC2 peptide binding, fluorescence polarization; receptor liganded with 1 µM T3; AID 1469; 280,000 compounds, 0.065% hits; P10828; Potency, µM (top dose mostly 106 µM), for the others: at the top dose activity change, negative = inhibition, most hits filed as inhibitors;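 further: plate controls were bound peptide for no effect and peptide without receptor for full effect; nearly all actives have a fitted effect of over 50% in size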
Target sequence (P10828 whole entry, looked up): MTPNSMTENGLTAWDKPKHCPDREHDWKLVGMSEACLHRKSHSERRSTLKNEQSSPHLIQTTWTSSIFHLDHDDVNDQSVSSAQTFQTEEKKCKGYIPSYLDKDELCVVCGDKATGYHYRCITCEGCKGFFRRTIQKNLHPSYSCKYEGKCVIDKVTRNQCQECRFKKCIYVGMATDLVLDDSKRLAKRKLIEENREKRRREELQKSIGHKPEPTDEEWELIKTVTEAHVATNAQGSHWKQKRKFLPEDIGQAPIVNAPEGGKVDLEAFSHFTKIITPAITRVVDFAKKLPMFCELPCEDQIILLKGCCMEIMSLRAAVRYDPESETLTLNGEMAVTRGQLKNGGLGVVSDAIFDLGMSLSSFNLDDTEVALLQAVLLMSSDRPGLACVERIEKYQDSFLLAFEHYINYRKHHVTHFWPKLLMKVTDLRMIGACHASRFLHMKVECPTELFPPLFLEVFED
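Assay buffer: 20 mM Tris-HCl, 100 mM NaCl, 10% glycerol, 1 mM EDTA, 0.01% NP-40, 1 mM DTT, 1 uM T3, 5% DMSO; TRb LBD 0.6 uM, Texas Red SRC2 20 nM; FP after 5 hr.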
Tau ThT inhib: inhibitors of human tau fibril formation, thioflavin T binding. P10636. recombinant tau K18 P301L, heparin-induced fibrillization, ThT fluorescence. Potency, µM (titrated, usually from 57.4 µM), for inactives: at the highest dose activity, negative = inhibition, actives largely listed as inhibitors. 270,000 compounds, 2.1% hits. AID 1460; further: nearly all actives have a fitted effect of over 55% in size
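ThT emission at 510 nm, taken 1 hr after adding 30 uM dye, quantifies aggregates formed when 20 uM heparin acts on human tau K18 P301L for 6 hr at 37 C.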
TR SRC2 fluor cs: Texas Red fluorescence interference in TRb-SRC2 counter-screen. TRb/SRC2 Texas Red total fluorescence interference. Potency, µM (highest dose often 106 µM), for inactives: at the highest dose fluorescence change, negative = quenching. 280,000 compounds, 0.29% hits. AID 1479; active means well fitted curve in either direction with a large enough effect; inconclusive means small, poorly fitted or top-dose-only effect
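Flags fluorescent or light-absorbing compounds by total fluorescence, S + 2P, at 555 nm excitation and 632 nm emission. Mixture: 20 nM Texas Red SRC2 peptide, 0.6 uM human TRb LBD, 1 uM T3, 5% DMSO; compound exposure 5 h at ambient temperature.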
* hit, by the source's call; ? = inconclusive; . = not tested or not shown; [ ] = dose if it differs, or a comment. Unless noted, the call rests on the fitted dose curve; in most records, active means well fitted curve in the direction sought with a large enough effect; inconclusive means small, poorly fitted or top-dose-only effect, or another doubt; inactive means no such curve, though single readings can be large; an effect the other way counts as inactive or inconclusive. Unless noted, on the % scale 0 is the no-effect control and ±100 the full control effect; potency means the concentration at half of the fitted maximal effect.

SMILES	Tau fibril FP	ALDH1A1 block	GLA spleen mod	L3MBTL1 inh	Tau fluor counter	TRb SRC2 PPI	Tau ThT inhib	TR SRC2 fluor cs
COc1ccc(-c2nc(CSCC(=O)NCC3CCCO3)c(C)o2)cc1OC (stereo not given)	3%	?	1%	-2%	3%	-2%	-7%	-1%
COc1cc(/C=N/NC(=S)Nc2cccnc2)cc(OC)c1OC	4%	0%	-3%	-13%	5%	6%	2%	-1%
Cc1ccc(CN2CCSc3ccc(C(=O)NC4CCN(Cc5ccccc5)CC4)cc32)cc1	5%	?	4%	.	?	7%	?	0%
CC(CCc1ccc(O)cc1)N(C)CCc1ccccc1 (stereo not given)	-1%	-5%	5%	.	-10%	1%	-6%	-6%
COc1cc(NC(=O)c2nnn(CC(=O)Nc3cc(C)ccc3C)c2N)cc(OC)c1	-16%	.	.	.	-9%	1%	-6%	-2%
Cc1cc(C)c2c(c1)/C(=N/NC(=O)c1ccc(O)cc1)CCC2	-9%	7%	-9%	-2%	-5%	5%	-13%	-6%
COc1ccc(-c2cc3ccccc3[nH]2)cc1	?	.	1%	0%	?	7%	?	-1%
CC(C)OC(=O)CSc1nc2c(c(C3CC=CCC3)c1C#N)CCC2 (stereo not given)	-2%	-10%	3%	.	-20%	9%	-15%	-2%
COc1ccc(C2(CN(C(C)=O)C(C)=O)CCCC2)cc1OC	4%	6%	5%	.	-9%	9%	-9%	-2%
COC(=O)[C@@]1(Cc2ccc(F)cc2)[C@H]2c3cc(C(=O)N(C)C)n(Cc4cccc5ccccc45)c3C[C@H]2CN1C(=O)c1ccccc1	8%	-3%	3%	.	-8%	4%	-17%	-1%
Cn1/c(=N\NC(=O)c2ccccc2Cl)sc2ccccc21	1%	-2%	1%	5%	-3%	-10%	-13%	-2%
CCOc1ccc(C(=O)C[n+]2ccc(C(=O)NCc3ccccc3)cc2)cc1	11%	-12%	2%	7%	-4%	9%	-14%	0%
Cc1ccc(-n2c(C)c3c(C)nnc(C)c3c2C)cc1C	-11%	?	-7%	.	-12%	-4%	?	0%
O=C(NC1CCN(Cc2ccccc2)CC1)C1CCCN(c2nnc(-n3cccc3)s2)C1 (stereo not given)	-8%	0%	1%	-7%	-6%	3%	-16%	-2%
CCO/N=C(\C)c1c(O)cc(C(C)C)n(-c2ccccc2)c1=O	-1%	5%	4%	6%	1%	-11%	0%	0%
CC(=O)OCC(=O)C1=CCC2C3CCC4=CC(=O)C=CC4(C)C3(F)C(OC(C)=O)CC12C (stereo not given)	2%	1%	8%	7%	8%	3%	-3%	1%
O=C1c2[nH]nc(-c3ccccc3O)c2C(c2cccc(O)c2)N1Cc1ccco1 (stereo not given)	-12%	?	-1%	-6%	?	0%	-6%	1%
COc1ccc(NCc2ccc([N+](=O)[O-])s2)c(OC)c1	?	25µM*	-4%	?	?	-5%	?	7%
Cc1ccc(-c2noc(COc3ccc(Br)c(C)c3)n2)cc1	-11%	.	.	.	-13%	-5%	?	0%
C#C[C@]1(O)CCC2C3CCC4=C(CCC(=O)C4)C3CC[C@@]21C (stereo not given in full)	-9%	-2%	4%	.	-24%	9%	?	-2%
Cc1cccc(C)c1NC(=S)NC(C)CCc1ccccc1 (stereo not given)	-4%	5%	-9%	0%	-10%	-1%	2%	0%
COCC(=O)N(C)C1(c2nnnn2CCOC(=O)Nc2ccc(Cl)cc2)CCCCC1	-4%	0%	-1%	3%	1%	-6%	0%	-2%
Cc1ccc(C2=CC(c3c(F)cccc3Cl)n3ncnc3N2)cc1C (stereo not given)	-1%	.	.	.	-5%	-2%	-7%	-3%
O=C(NCCCCNC(=O)c1cccs1)c1cccs1	6%	2%	-13%	6%	5%	10%	2%	-2%
Cc1cccc2cc(C(c3nnnn3C(C)(C)C)N3CCN(C(=O)c4ccco4)CC3)c(=O)[nH]c12 (stereo not given)	8%	-14%	4%	1%	3%	2%	0%	-2%
Cc1cc2ncn(S(=O)(=O)c3ccc(S(=O)(=O)N4CCOCC4)cc3)c2cc1C	15%	-11%	2%	5%	8%	-3%	0%	-7%
Oc1[nH]c2ccccc2c1N=Nc1ccc(C(F)(F)F)cn1	-2%	16%	-13%	-3%	-15%	3%	?	-1%
O=C(NNS(=O)(=O)c1ccccc1)c1cnn(-c2ccc(Cl)cc2)c1C(F)(F)F	3%	.	5%	-4%	-13%	1%	-10%	-2%
C#CCNC(=O)C1=C[C@H](C2CC2)C[C@H](OCCCCO)O1	11%	?	4%	7%	8%	-5%	0%	0%
COc1ccc(CN2CCC(C(=O)N(C)CCc3ccc(OC)c(OC)c3)CC2)c(OC)c1	8%	-6%	3%	-7%	3%	-8%	1%	-3%

Just Tau fluor counter and TR SRC2 fluor cs, for 4 of the compounds above:
SMILES,Tau fluor counter,TR SRC2 fluor cs
O=C1c2[nH]nc(-c3ccccc3O)c2C(c2cccc(O)c2)N1Cc1ccco1 (stereo not given),?,1%
CC(=O)OCC(=O)C1=CCC2C3CCC4=CC(=O)C=CC4(C)C3(F)C(OC(C)=O)CC12C (stereo not given),8%,1%
O=C(NCCCCNC(=O)c1cccs1)c1cccs1,5%,-2%
Oc1[nH]c2ccccc2c1N=Nc1ccc(C(F)(F)F)cn1,-15%,-1%

(listing goes on)
SMILES	Tau fibril FP	ALDH1A1 block	GLA spleen mod	L3MBTL1 inh	Tau fluor counter	TRb SRC2 PPI	Tau ThT inhib	TR SRC2 fluor cs
COc1ccc(S(=O)(=O)n2nc(OC(=O)c3cccs3)cc2N)cc1	6%	?	-5%	8%	-9%	-3%	?	-2%
CCc1ccc(C(=O)c2cn(CC(=O)NCCc3ccccc3)c3nc(C)ccc3c2=O)cc1	-4%	.	.	.	0%	-3%	1%	-1%
O=C1SCCC1NC(=O)C(c1ccccc1)c1ccccc1 (stereo not given)	-8%	?	4%	-11%	-17%	4%	-12%	0%
CCn1c(C)nc2cc(C(=O)NNC(=S)Nc3ccccc3)ccc21	1%	2%	7%	3%	8%	7%	1%	3%
CCN(CC)S(=O)(=O)c1ccc(NC(=O)COC(=O)c2ccc(Br)o2)cc1	-10%	0%	-5%	8%	-24%	-2%	-1%	-1%
Fc1ccccc1-c1ccc(/C=N/Nc2nc3ccccc3[nH]2)o1	9%	-2%	7%	-2%	14µM*[quencher]	5%[53 µM]	6.3µM*	0%[53 µM]
Cc1cccc(N2CCN(Cc3nc(-c4ccccc4Cl)oc3C)CC2)n1	5%	-7%	-6%	-29%	4%	5%	-4%	-1%
CC1=C(C(=O)OC(C)C)[C@@H](c2ccc(C)o2)NC(=O)N1	4%	-8%	8%	-1%	0%	-2%	-3%	-6%
CC1CCN(S(=O)(=O)c2ccc(Cl)cc2Br)CC1	-8%	7%	-6%	22%	-6%	-15%	-7%	-1%
COc1ccc(CCNC(=O)[C@@H]2C[C@H]2c2ccccc2)cc1OC	5%	-5%	-14%	7%	5%	-7%	-5%	-2%
COc1ccccc1C1CC(=O)Oc2ccc(C(C)(C)C)cc21 (stereo not given)	2%[81.3 µM]	-1%	-1%[119 µM]	-11%	-5%[81.3 µM]	5%	-13%[81.4 µM]	1%
O=C(Nc1ccccc1Sc1ccccc1)C1CCCO1 (stereo not given)	-8%	-16%	5%	11%	-5%	-1%	-10%	-2%
COc1cccc(-c2nc(CS(=O)CC(=O)O)c(C)o2)c1 (stereo not given)	0%	?	3%	.	-3%	-2%	-18%	0%
O=C(COc1ccccc1F)NC1CC1	5%	-1%	2%	.	4%	0%	-6%	-4%
CCCn1c(SCC(=O)NCc2ccccc2Cl)n[nH]c1=O	-1%	7%	-4%	5%	12%	-3%	13%	-1%

Part of the list above, with values under each structure.
Under each structure: Tau fibril FP, ALDH1A1 block, GLA spleen mod, L3MBTL1 inh, Tau fluor counter, TRb SRC2 PPI, Tau ThT inhib, TR SRC2 fluor cs
O=C(Nc1ccccc1Sc1ccccc1)C1CCCO1 (stereo not given)
 : -8%, -16%, 5%, 11%, -5%, -1%, -10%, -2%
COc1cccc(-c2nc(CS(=O)CC(=O)O)c(C)o2)c1 (stereo not given)
 : 0%, ?, 3%, ., -3%, -2%, -18%, 0%

Later entries
SMILES	Tau fibril FP	ALDH1A1 block	GLA spleen mod	L3MBTL1 inh	Tau fluor counter	TRb SRC2 PPI	Tau ThT inhib	TR SRC2 fluor cs
O=c1c2cc3c(cc2n(Cc2ccc(Cl)cc2)c(=O)n1Cc1nc(-c2ccccc2)no1)OCO3	-5%	.	.	.	-7%	2%	3%	-2%
O=C(Cc1ccc(-n2c(=O)[nH]c3ccsc3c2=O)cc1)N1CCN(c2ccc(Cl)cc2)CC1	7%	12%	-2%	-12%	-21%	4%	?	0%
CC1(C)Cc2c(c(-c3ccccc3)nc3[nH][nH]c(=O)c23)CO1	-5%	?	7%	13%[11.4 µM]	-3%	0%	-6%	-1%
O/N=C1\CCCCc2ccccc21	8%	-4%	14%	49%[activator]	-11%	-24%	-7%	1%
CCCCOc1ccccc1N	1%	6%	-6%	6%	-7%	-2%	-14%	-1%
O=C(c1ccccc1)c1ccc2nc(Nc3ccccc3Cl)c3nncn3c2c1	?	.	.	.	0%	1%	20%	2%
COc1cccc(C(=O)NNC(=O)Cc2ccc([N+](=O)[O-])cc2)c1	2%	?	2%	2%	-9%	6%	?	0%
O=S(=O)(c1ccccc1)c1nc(NCc2cccnc2)sc1Cl	0%	-5%	-4%	-4%	-5%	4%	-2%	1%
Cn1c(=O)oc2cc(S(=O)(=O)N3CCCC(C(=O)NCc4ccc5c(c4)OCO5)C3)ccc21 (stereo not given)	-2%	9%	-4%	.	-11%	10%	-13%	-1%
Cc1ccc(N2C(=O)CSC2=S)cc1C	-4%	?	-3%	-16%	-6%	7%	?	3%
CCN(CC(=O)Nc1cc(Cl)ccc1C)C(=O)COc1ccccc1F	-2%	3%	-10%	-2%	-4%	-1%	-1%	-2%
COc1ccc(CCNC(=O)C2CCC(CNS(=O)(=O)c3ccccc3)CC2)cc1OC (stereo not given)	-2%	0.63µM*	-5%	1%	1%	2%	0%	0%
COc1cc(C(=S)NC2CCCCC2)ccc1O	-8%	?	-7%	-17%	-21%	-2%	?	-2%
Cc1nonc1OCCNCCNc1ccccc1[N+](=O)[O-]	8%	-3%	-9%	.	-9%	4%	?	-1%
O=C(Nc1ncc(Cc2ccc(Cl)cc2)s1)c1ccc2c(c1)CC(c1ccccc1)OC2=O (stereo not given)	-14%	.	.	.	2%	12%	7%	3%

From PubChem
